Assay outcomes as filed in PubChem BioAssay.
PPARg SRC1 recr: PPARgamma-driven SRC-1 recruitment agonism; P37231; PPARgamma-SRC-1 coactivator recruitment biochemical assay; activation, % at 8 µM; actives 0.41% (n = 200,000); in the data active = activation above about 19%;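 note: 0% = DMSO and 100% = reference agonist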
Target sequence (P37231 whole entry, looked up): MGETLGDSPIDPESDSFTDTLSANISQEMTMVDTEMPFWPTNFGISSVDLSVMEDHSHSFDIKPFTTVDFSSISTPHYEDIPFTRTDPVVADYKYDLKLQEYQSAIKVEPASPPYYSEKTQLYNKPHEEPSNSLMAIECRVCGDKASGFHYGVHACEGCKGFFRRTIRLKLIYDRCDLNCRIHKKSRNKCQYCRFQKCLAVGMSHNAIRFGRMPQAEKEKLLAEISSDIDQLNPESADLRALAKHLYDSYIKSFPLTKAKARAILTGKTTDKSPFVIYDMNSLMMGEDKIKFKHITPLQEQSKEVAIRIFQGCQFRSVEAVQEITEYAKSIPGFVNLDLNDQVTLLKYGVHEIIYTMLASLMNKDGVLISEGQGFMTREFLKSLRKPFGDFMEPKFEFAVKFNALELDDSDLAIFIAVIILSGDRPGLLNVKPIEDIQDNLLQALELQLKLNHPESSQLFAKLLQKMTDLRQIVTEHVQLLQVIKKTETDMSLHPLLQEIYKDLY
PPARg SRC-3 ag: promotes SRC-3 coactivator recruitment by human PPARgamma; P37231; biochemical PPARgamma/SRC-3 coactivator recruitment assay; activation, % at 8 µM; actives 0.26% (n = 200,000); in the data active = activation above about 23%;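 note: 0% = DMSO and 100% = reference agonist; some compounds past the cut are filed as inactive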
ROMK primary: modulates human ROMK potassium channel activity; P48048; Tet-inducible ROMK, thallium flux fluorescence; actives lie on both sides; B-score at 10 µM; actives 2% (n = 130,000);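 active = signal ratio slope over the read window, or its plate-corrected B-score, at least 3 SD from the plate mean, either direction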;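 note: B-score of the F/F0 ratio slope over 7 to 12 s after thallium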
Target sequence (P48048 whole entry, looked up): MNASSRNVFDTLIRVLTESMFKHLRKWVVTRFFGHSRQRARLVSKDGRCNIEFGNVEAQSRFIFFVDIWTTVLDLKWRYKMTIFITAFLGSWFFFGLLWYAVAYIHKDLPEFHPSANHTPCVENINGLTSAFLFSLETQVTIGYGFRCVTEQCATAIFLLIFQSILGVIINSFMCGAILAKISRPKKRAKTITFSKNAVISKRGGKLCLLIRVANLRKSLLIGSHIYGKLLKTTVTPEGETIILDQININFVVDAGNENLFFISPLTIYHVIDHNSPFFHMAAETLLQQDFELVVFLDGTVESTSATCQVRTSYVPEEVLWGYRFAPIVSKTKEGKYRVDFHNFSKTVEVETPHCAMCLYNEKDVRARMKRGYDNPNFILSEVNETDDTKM
TLR4 MyD88 comp: blocks binding of human TLR4 to MyD88. O00206+Q99836. HeLa CL3-4 TLR4/MyD88 BLA complementation, FRET ratio. inhibition, % at 8.4 µM. actives 0.18% (n = 200,000). AID 861; in the data active = inhibition above about 25%;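 note: 0% = vehicle and 100% = reference inhibitor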
RAM network inh: yeast RAM network inhibition; S. cerevisiae dse1pr::URA3 reporter, 5-FOA growth OD615, 2 d; analog-sensitive cbk1-as2 kinase mutant strain; inhibition, % at 50 µM; actives 1.8% (n = 190,000); AID 868;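 active = inhibition above a set limit, 3 SD over mean compound inhibition, cut at about 8.4% in these data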;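 note: 0% = DMSO-only wells with no growth and 100% = 10 µM 1-NA-PP1 full growth; inhibition rescues growth on 5-FOA so higher OD means more RAM inhibition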
TR-FRET SRC-2 ct: TR-FRET artefact, counter-screen to PPARgamma/SRC-2 agonist assay. actives 0.4% (n = 200,000). hits give high values. AID 1049. TR-FRET ratio at 8 µM; in the data active = TR-FRET ratio above about 2000; note: inactives centre near 1500
STAT3 act: increases IL-6 driven STAT3 reporter signal. U3A cells, IL-6 STAT3-luciferase reporter, luminescence; 100% = signal with IL-6 EC80 alone. activation (% of control), % at 5.6 µM. actives 0.91% (n = 190,000). AID 871;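 active = activation above the screen-wide mean of compound activation plus 3 SD, cut at about 130% in these data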;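 note: 0% = background luminescence of wells with medium and substrate only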
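Material: human STAT1-deficient U3A cells with stable STAT3-luciferase reporter / Probe or stimulus: IL-6 stimulus at 33 ng/mL final / Schedule: 1 h compound pre-exposure, 6 h IL-6 stimulation, 37 °C / Technique: luminescence / Read-out basis: percent of IL-6-only median luminescence / Control set: IL-6-only high control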
PPARg SRC-2 ag: promotes SRC-2 coactivator recruitment by human PPARgamma; P37231; PPARgamma LBD-SRC-2 recruitment, biochemical; activation, % at 8 µM; actives 0.34% (n = 200,000); in the data active = activation above about 22%;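 note: 0% = vehicle and 100% = reference agonist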
S1P3 antagonist: S1P3 (human) receptor antagonism; actives 0.27% (n = 170,000); inhibition, % at 4.98 µM; AID 485; Q99500; CHO S1P3 NFAT-BLA reporter, FRET fluorescence, antagonist mode;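 active = inhibition above the plate cutoff, the mean inhibition of test wells on that plate plus 3 SD, cut at about 28% in these data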;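 note: cells challenged with S1P at its EC80 of 0.8 µM; blue over green emission ratio from cleaved BLA substrate after 4 h stimulation; 0% = S1P-stimulated wells and 100% = unstimulated DMSO-only wells; some compounds past the cut are filed as inactive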
STAT1 blocker: STAT1 signaling inhibition. NIH 3T3 STAT1-luciferase reporter, IFN-gamma, luminescence. inhibition, % at 5.5 µM. actives 0.35% (n = 200,000);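 active = inhibition above a set limit, the mean inhibition across all tested compounds plus 3 SD, cut at about 34% in these data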;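 note: 0% = IFN-gamma with DMSO and 100% = IFN-gamma with 300 µM nifuroxazide; values of inactives mirror those of a sister screen read the other way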
STAT3 blocker: inhibitors of IL-6 induced STAT3 signaling; U3A cells, IL-6 STAT3-luciferase reporter, luminescence; host cell line lacks STAT1; inhibition, % at 5.5 µM; actives 0.89% (n = 190,000);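 active = inhibition above the mean inhibition across all screened compounds plus 3 SD, cut at about 44% in these data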;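 note: 0% = DMSO only wells and 100% = 100 µM nifuroxazide control wells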
The depositor's hits bear a star; . = not tested or not shown.

SMILES	PPARg SRC1 recr	PPARg SRC-3 ag	ROMK primary	TLR4 MyD88 comp	RAM network inh	TR-FRET SRC-2 ct	STAT3 act	PPARg SRC-2 ag	S1P3 antagonist	STAT1 blocker	STAT3 blocker
O=C(Nc1ccccc1N1CCCCC1)c1ccc2nccnc2c1	11	2	.	-32	3.9	1631	98	5	14	5	12
COc1ccc(C2CC(c3ccccc3)=NN2c2ccccc2)c(C(=O)O)c1OC (stereo not drawn)	5	4	-1.1	-19	2.8	1511	99	1	-9	-9	5
c1ccc(CSc2nnnn2-c2ccccc2)cc1	-1	5	-0.012	2	-0.6	1652	108	6	.	3	-10
COc1ccc(N2C(=O)CC(NC3CC3)C2=O)cc1 (stereo not drawn)	-11	2	.	10	0.0	1691	105	2	-26	0	-1
CCC(C)n1c(OC)nc2c1c(=O)n(C)c(=O)n2C (stereo not drawn)	0	-4	0.026	-13	2.4	1345	102	-2	6	6	0
C#CCOCCOCCOCCNc1nc(N2CCN(C(=O)[C@H]([C@@H](C)CC)n3cc([C@@H](N)Cc4ccc(O)cc4)nn3)CC2)nc(N2CCN(C(=O)[C@H](CCCCN)n3cc([C@@H](N)CO)nn3)CC2)n1	10	-3	.	-18	1.7	1397	.	3	-32	-3	.
CC1(C)CC(NC(=O)c2ccncc2)CC(C)(C)N1O	-4	-1	-1.3	11	0.1	1509	105	6	0	-3	-1
NS(=O)(=O)c1ccc(CCNC(=O)CSc2nc3ccsc3c(=O)n2C2CC2)cc1	-4	4	.	-1	0.7	1362	97	-6	-2	-1	5
O=C(Nc1ncccc1Cl)C1COc2ccccc2O1 (stereo not drawn)	2	-5	-0.81	2	1.3	1587	96	0	.	-7	11
COc1ccc(-c2c(C)nn(-c3ccccc3)c2N)cc1	3	12	-0.68	-3	3.8	1649	110	6	.	-20	-12
Cc1n[nH]c(C)c1S(=O)(=O)N1CCCC(C(=O)N2CCc3ccccc32)C1 (stereo not drawn)	-1	-6	.	7	-0.4	1524	127	2	-6	1	-26
O=c1[nH]n(-c2ccccc2)c(=O)c(Cl)c1Cl	9	9	.	-3	1.4	1622	100	14	.	-4	10
COc1ccccc1N1CCN(S(=O)(=O)c2ccc3nc(-c4ccccc4)[nH]c3c2)CC1	-2	-4	0.39	-3	1.6	1423	104	-5	5	8	-1
Cc1cccc(CSc2nc(N)c(C#N)c(-c3cccs3)c2C#N)c1	7	20	-0.58	-4	3.9	1646	88	23*	.	9	17
CN1CCC(N(C)C(=O)NC2CCCCC2)CC1	3	6	-0.15	5	2.6	1665	102	6	5	-6	5
CNC(=S)SCCOc1ccc(C)cc1	-5	2	.	-9	-1.1	1486	103	3	-19	11	-8
C=CSc1sc(Cl)c(N(C)C)c1[N+](=O)[O-]	6	3	.	9	1.0	1719	107	2	-11	11	-4
COc1ccc(C)cc1NC1=C(Cl)C(=O)N(C2CCCCC2)C1=O	4	-2	.	4	1.6	1629	99	2	.	-4	1
COc1ccc(N2CCN(C(=O)C34CCC(C)(C(=O)C3)C4(C)C)CC2)cc1 (stereo not drawn)	2	-4	.	-5	0.7	1482	103	9	-24	2	2
CN1CCN(C(=O)c2cc(Cl)ccc2Cl)CC1	0	5	.	5	-0.1	1560	101	3	-4	6	8
Cc1ccc(C)c2c1sc(=NC(=O)CN1C(=O)CCC1=O)n2C	6	0	.	9	2.0	1702	100	-11	-4	7	8
O=C(c1ccc2c(c1)OCO2)N(Cc1ccco1)C1(C(=O)NC2CCCCC2)CCCCC1	1	4	-2.4	-1	-0.1	1339	91	6	.	8	8
CCCC(=O)N1CCN(c2nc(CC(C)C)c3c(c2C#N)CCC3)CC1	-1	9	-4.2*	-3	-0.8	1611	103	8	.	5	0
C=CCNC(=O)c1cc2c(C(F)(F)F)nn(C)c2s1	-12	-10	.	-5	0.1	1284	94	-7	.	3	13
CCCCn1c(CNC(=O)C(C)(C)C)nc2ccccc21	-1	0	.	1	2.0	1450	102	0	4	-4	6
COc1ccc(N2CCN(C(CNC(C)=O)c3ccco3)CC2)cc1 (stereo not drawn)	1	3	0.73	-5	1.2	1682	88	3	-7	-1	23
CCOC(=O)C1(Cc2ccccc2)CCCN(Cc2cccc(C(C)=O)c2)C1 (stereo not drawn)	-4	2	-1.2	5	0.5	1639	104	4	7	4	1
O=[N+]([O-])c1ccc(C[n+]2cc(-c3ccccc3)n3c2CCCCC3)cc1	0	5	-0.51	2	2.1	1626	98	10	-10	9	7
C#CCOCCOCCOCCNc1nc(N2CCN(C(=O)Cn3cc(CCCN=C(N)N)nn3)CC2)nc(N2CCN(C(=O)Cn3cc(CCCN=C(N)N)nn3)CC2)n1	2	-2	-0.76	-4	0.4	1471	101	-2	2	-1	-4
O=C(COC(=O)c1ccccc1O)Nc1ncc(Cl)cc1Cl	4	0	-0.68	9	2.5	1547	102	9	-20	-6	0
CN(Cc1ccccc1)C(NC(=O)c1ccco1)C(Cl)(Cl)Cl (stereo not drawn)	9	-5	.	-10	0.8	1308	99	-9	10	-10	7
OCCC1CN(Cc2cn[nH]c2C2CCCCC2)CCN1C1CCCC1 (stereo not drawn)	1	7	-0.044	10	4.5	1526	111	3	-11	2	-8
O=C(O)c1cc(Cl)c(Cl)cc1C(=O)Nc1cccc2cccnc12	1	-2	.	-10	0.1	1556	113	3	1	-9	-12
CCOC(=O)N1CCN(c2cc(=O)n(-c3ccc(C)cc3)c(=O)[nH]2)CC1	6	-5	1.2	-21	-0.5	1506	100	-1	-8	-4	1
CCC(C)n1c(SCc2ccc([N+](=O)[O-])cc2)nc2ccsc2c1=O (stereo not drawn)	0	0	1.8	0	9.6*	1461	93	1	10	15	9
O=C(CN1C(=O)c2ccccc2C1=O)NCc1ccncc1	-1	-2	-0.039	-5	-0.3	1301	109	0	.	-3	-4
Cc1ccc(C(=O)NC(C#N)=C(Cl)Cl)cc1	-8	4	-2	19	1.4	1455	110	-7	-10	-31	-11
CCOc1ccc(N(CC(=O)NCCC2=CCCCC2)S(=O)(=O)c2ccccc2)cc1	2	2	0.022	-7	5.5	1538	115	-5	-3	-9	-4
COc1ccc(OC)c(-c2cc(C(=O)Nc3ccc(F)cc3F)no2)c1	-1	-6	0.51	-2	1.3	1463	101	-17	-14	-6	8
O=C(Cc1ccccc1[N+](=O)[O-])Nc1ccc2c(c1)OCO2	-2	5	-1.4	-4	2.0	1698	102	1	-19	-1	8
CC(C)(C)n1nnnc1CN(Cc1ccco1)Cc1cc2cc3c(cc2[nH]c1=O)OCO3	0	-4	.	5	4.0	1402	97	-5	-26	-2	7
O=C1NCCCN1Cc1ccc(F)cc1	-2	5	-0.0068	5	1.5	1496	104	1	.	-1	-4
CC(C)CC(NS(=O)(=O)c1ccc2[nH]c(=O)c(=O)[nH]c2c1)C(=O)O (stereo not drawn)	-1	-1	-0.38	7	-0.9	1656	104	8	0	-6	2
Cc1cccc(NC(=O)Cc2cccs2)n1	0	10	-0.59	-26	0.7	1636	102	2	.	-5	-2
CC(C)NC(=O)/C(=C/c1cn(-c2ccccc2)nc1-c1cccc([N+](=O)[O-])c1)NC(=O)c1ccccc1	3	-1	0.03	-4	1.9	1486	106	-7	2	5	-5

A second format for some results above.
O=C(Cc1ccccc1[N+](=O)[O-])Nc1ccc2c(c1)OCO2
  PPARg SRC1 recr: -2
  PPARg SRC-3 ag: 5
  ROMK primary: -1.4
  TLR4 MyD88 comp: -4
  RAM network inh: 2.0
  TR-FRET SRC-2 ct: 1698
  STAT3 act: 102
  PPARg SRC-2 ag: 1
  S1P3 antagonist: -19
  STAT1 blocker: -1
  STAT3 blocker: 8

CC(C)(C)n1nnnc1CN(Cc1ccco1)Cc1cc2cc3c(cc2[nH]c1=O)OCO3
  PPARg SRC1 recr: 0
  PPARg SRC-3 ag: -4
  ROMK primary: .
  TLR4 MyD88 comp: 5
  RAM network inh: 4.0
  TR-FRET SRC-2 ct: 1402
  STAT3 act: 97
  PPARg SRC-2 ag: -5
  S1P3 antagonist: -26
  STAT1 blocker: -2
  STAT3 blocker: 7

O=C1NCCCN1Cc1ccc(F)cc1
  PPARg SRC1 recr: -2
  PPARg SRC-3 ag: 5
  ROMK primary: -0.0068
  TLR4 MyD88 comp: 5
  RAM network inh: 1.5
  TR-FRET SRC-2 ct: 1496
  STAT3 act: 104
  PPARg SRC-2 ag: 1
  S1P3 antagonist: .
  STAT1 blocker: -1
  STAT3 blocker: -4

The list continues:
SMILES	PPARg SRC1 recr	PPARg SRC-3 ag	ROMK primary	TLR4 MyD88 comp	RAM network inh	TR-FRET SRC-2 ct	STAT3 act	PPARg SRC-2 ag	S1P3 antagonist	STAT1 blocker	STAT3 blocker
CCOc1ccc(C(=O)c2cc3ccc(O)cc3oc2=O)cc1	-4	-5	.	-6	-0.7	1570	99	12	0	-7	2
C=CCOc1ccc(CNC(C)(C)CO)cc1OC	-9	-2	.	11	1.5	1594	105	-1	.	-2	-5
C=CCn1c(C(C)NC(=O)c2cccc(C)c2)n[nH]c1=S (stereo not drawn)	-7	3	-0.21	-4	-0.1	1522	98	8	-26	4	9
Cc1nn(-c2ccccc2)c2nc(=O)n(-c3ccccc3)cc12	3	3	.	2	0.3	1608	99	4	-7	-3	6
CCCn1c(N)c(CC)c(=O)[nH]c1=O	-2	6	0.3	-20	-0.2	1477	101	1	-6	-8	3
Cc1cccn2c(CN3CCSCC3)c(C(=O)N3CCOCC3)nc12	-1	0	-0.21	-11	1.1	1571	101	-2	-6	1	10
COc1cccc(CN2CCSCC2)c1	2	1	1.2	-2	0.5	1701	100	3	.	0	6
O=C(C1CCCN1S(=O)(=O)c1ccc(Cl)cc1)N1CCOCC1 (stereo not drawn)	-1	-2	.	-3	1.8	1438	101	0	-18	2	1
CCOC(=O)c1c(N)sc(C(=O)N(C)C)c1C	0	-1	.	-1	2.5	1610	104	5	-26	-4	0
CCOC(=O)C1(CCOC)CCN(Cc2ccc(C3CCCCO3)s2)CC1 (stereo not drawn)	-1	-3	-1.4	-10	-0.9	1398	110	-7	2	1	-6

Entries listed so far that bear a hit mark in ROMK primary.
mol	PPARg SRC1 recr	PPARg SRC-3 ag	ROMK primary	TLR4 MyD88 comp	RAM network inh	STAT3 act	PPARg SRC-2 ag	S1P3 antagonist	STAT1 blocker
CCCC(=O)N1CCN(c2nc(CC(C)C)c3c(c2C#N)CCC3)CC1	-1	9	-4.2*	-3	-0.8	103	8	.	5

Profiles from above. Screens in order: PPARg SRC1 recr	PPARg SRC-3 ag	ROMK primary	TLR4 MyD88 comp	RAM network inh	TR-FRET SRC-2 ct	STAT3 act	PPARg SRC-2 ag	S1P3 antagonist	STAT1 blocker	STAT3 blocker
C=CCOc1ccc(CNC(C)(C)CO)cc1OC in the list: -9	-2	.	11	1.5	1594	105	-1	.	-2	-5
O=C(C1CCCN1S(=O)(=O)c1ccc(Cl)cc1)N1CCOCC1 (stereo not drawn) in the list: -1	-2	.	-3	1.8	1438	101	0	-18	2	1

Rows are unselected; overall some 5.6% were active at least once.
